Bioassay records: PubChem, National Center for Advancing Translational Sciences (NCATS)
p53ts 32C kill = qHTS Screen for Compounds that Selectively Target Cancer Cells with p53 Mutations: Cytotoxicity of p53ts Cells at the Permissive Temperature | Potency, µM (highest dose often 46.1 µM), for the others: at the top dose activity change, negative = cytotoxicity, most hits filed as cytotoxic | H1299-p53A138V at 32C, ATP luminescence viability, 24 h | actives 0.93% (n = 130,000);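 further: 0% = DMSO and -100% = full killing by reference compound; nearly all actives have a fitted effect of over 55% in size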
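Viability by ATPlite luminescence after 24 h compound treatment (up to 46 uM) at the permissive 32C. Cells are H1299 carrying p53 A138V. Scale runs from DMSO basal to 100 uM tamoxifen as full kill; AC50 from Hill fits.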
p53ts 39C tox = qHTS Screen for Compounds that Selectively Target Cancer Cells with p53 Mutations: Cytotoxicity of p53ts Cells at the Nonpermissive Temperature; H1299-p53A138V viability at 39C, ATP luminescence, 24 h; Potency, µM (top dose mostly 46.1 µM), for inactives: top-dose activity change, negative = cell killing, actives largely listed as cytotoxic; actives 1.5% (n = 130,000); further: nearly all actives have a fitted effect of over 55% in size
Peg3 imprint = qHTS Assay for Compounds that Induce Erasure of Genomic Imprints. Potency, µM (titrated, usually from 60.7 µM), inactives show top-dose activity change, positive = activation, hits mostly activators. actives 0.02% (n = 110,000). AID 1948, 2009. mouse ES Peg3-LacZ reporter, beta-gal luminescence, 40 h;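 further: 0% = negative control wells on the plate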
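Imprint erasure is scored as LacZ activity from the silenced maternal Peg3 allele in feeder-free female ES cells cultured 40 h with LIF. Luminescence is normalized to in-plate negative controls and fitted to the Hill equation.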
IkB signaling = IkB Signaling | ABC-DLBCL IkBa-CBG/CBR dual luciferase ratio, 4 h; response scale: scaled: untreated 0%, proteasome inhibitor 100% | Potency, µM (highest dose often 57.1 µM), for inactives: at the highest dose IkBa stabilization activation | actives 0.04% (n = 110,000) | AID 445, 2006; active means well fitted curve in the direction sought with a large enough effect in the signal ratio, not every such curve was filed as active; inconclusive means small, poorly fitted or top-dose-only effect, or a change in a side signal; the % refers to the signal ratio;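 further: the direction sought is a rising ratio; 0% = basal untreated cells and 100% = reference inhibitor full response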
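Curves were fitted separately to fusion (green), unfused (red) and ratio luminescence, then classed by r2, magnitude and activity. Cells: OCI-Ly3, 4 h compound plus doxycycline at 37C; 10 uM MG-132 defined full response.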
The depositor's hits bear a star; ? = inconclusive; . = not tested or not shown; & = joins results of further samples; [ ] = remark or other dose. Unless noted, the call rests on the fitted dose curve; in most records, active means well fitted curve in the direction sought with a large enough effect; inconclusive means small, poorly fitted or top-dose-only effect, or another doubt; inactive means no such curve, though single readings can be large; an effect the other way counts as inactive or inconclusive. Unless noted, on the % scale 0 is the no-effect control and ±100 the full control effect; potency means the concentration at half of the fitted maximal effect.

smiles | p53ts 32C kill | p53ts 39C tox | Peg3 imprint | IkB signaling
COc1ccc(OC)c(C2NC(=O)NC(C)=C2C(=O)Nc2ccc(C)cc2C)c1 (stereo not drawn) | -9% | 20% | -6% | -0.5%
COc1ccc(Cn2ccnc2SCC(=O)NCc2ccco2)cc1 | -3% | -23% | -9%[10.9 µM] | 0.2%
CN(C)c1ccc(C(CNC(=O)COc2ccccc2)N2CCOCC2)cc1 (stereo not drawn) | 0% | -13% | 4%[10.9 µM] | 1.9%
Cc1c(Cl)ccc2c1NC(=O)C21NC(CCC(N)=O)[C@H]2C(=O)N(c3ccc(Cl)cc3)C(=O)[C@H]21 (stereo partly drawn) | -3% | 0% | -5% | 11%
COc1ccc(Cl)cc1NC(=O)CSC1=Nc2ccccc2C2=NC(CCC(=O)NCc3ccc(F)cc3)C(=O)N12 (stereo not drawn) | 18% | -27% | -11%[10.9 µM] | ?
O=C(CSc1n[nH]c(-c2ccccc2Cl)n1)N1CCN(c2ccccc2)CC1 | -4% | -11% | -9%[10.9 µM] | -4.0%
O=C(CN1C(=O)c2cccc3cccc1c23)Nc1ccccc1Br | -6% | -9% | -9%[10.9 µM] | 1.1%
O=C(c1cn(-c2ccccc2)nc1-c1ccncc1)N1CCCCC1 | -2% | 8% | -3% | 1.6%
Cc1ccc(S(=O)(=O)c2nnn(CC(=O)Nc3ccccc3C)c2N)cc1C | 5% | -7% | 19%[10.9 µM] | 0.0%
O=C(Nc1nccs1)c1ccc(S(=O)(=O)N2CCCCC2)cc1 | 4% | 16% | -16% | 6.8%
COc1ccc(C(=O)Nc2nc(C)c(C(=O)N(C)C)s2)cc1OC | 13µM* | -20% | -46%[inhibitor] | 0.2%
O=C(c1ccccc1)c1c[nH]cc1-c1ccccc1 | -7% | 2% | . | .

Looked up by compound from the entries so far:
smiles | p53ts 32C kill | p53ts 39C tox | Peg3 imprint | IkB signaling
COc1ccc(Cn2ccnc2SCC(=O)NCc2ccco2)cc1 | -3% | -23% | -9%[10.9 µM] | 0.2%
O=C(Nc1nccs1)c1ccc(S(=O)(=O)N2CCCCC2)cc1 | 4% | 16% | -16% | 6.8%

Following part:
smiles | p53ts 32C kill | p53ts 39C tox | Peg3 imprint | IkB signaling
COc1ccc(OCCSc2nnc3sc4ccccc4n23)cc1 | 34%[activator] | 8% | -24% | ?
CCOC(=O)Cc1[nH]nc2c1C(C1C=CCCC1)C(C#N)=C(N)O2 (stereo not drawn) | 24% | 26% | -24% | ?
CCOc1cccc(CC(=O)N2CCc3c([nH]c4ccccc34)C2c2ccc(Cl)cc2)c1OCC (stereo not drawn) | 19% | 8% | 4%[10.9 µM] | -3.2%
O=C1CC(c2cccc(F)c2)C2=C(CCCC2=O)N1 (stereo not drawn) | -24% | -15% | -37%[inhibitor] | ?
O=C(CSc1nnc(COc2cccc3cccnc23)o1)N1CCN(C(=O)c2ccco2)CC1 | -2% | 17% | . | .
Cc1ccccc1OCC(=O)OCc1cc(=O)n2ccsc2n1 | -5% | -22% | ? | 0.3%
COc1ccc(-c2nc(NC(=O)CSc3nnc(C)s3)ns2)cc1 | -8% | -2% | -16% | 0.9%
CCc1ccc(S(=O)(=O)NCc2nc3cccnc3n2Cc2ccccc2Cl)cc1 | -4% | -26% | -7%[10.9 µM] | 2.5%
CCOC(=O)Cn1c(=N)n(CCOc2cccc(C)c2)c2ccccc21 | 5% | 2% | -19% | -1.7%
O=C1C2=CC[C@@H]3C(=O)N(c4ccc(F)cc4F)C(=O)[C@H]3[C@H]2[C@H](O)[C@H]2O[C@H]12 | 10%[9.22 µM] | 1%[9.22 µM] | . | .
Cc1ccc2c(CNCc3ccc(C)o3)c(C(=O)O)n(Cc3ccc(F)cc3)c2c1 | 0% | -12% | 11%[10.9 µM] | ?
Cc1cnc(C(=O)Nc2ccc(N3CCN(C(=O)OC(C)(C)C)CC3)cc2)cn1 | 2% | -2% | -22% | 0.9%

The list continues.
smiles | p53ts 32C kill | p53ts 39C tox | Peg3 imprint | IkB signaling
O=C(C1CC1c1ccccc1)N1CCN(c2cccc(Cl)c2)CC1 (stereo not drawn) | -9% | -19% | -11% | 2.7%
O=C(c1coc(=O)c2ccccc12)N1CCN(Cc2ccccc2)CC1 | 11% | -12% | -31%[inhibitor] | -0.5%
CCN(CC)S(=O)(=O)c1ccc(-c2nnc(SCC(=O)Nc3ccc4c(c3)OCO4)o2)cc1 | -1% | 3% | -1% | 0.4%
O=C(Cc1ccc(Cl)cc1)NCCc1csc2nc(-c3ccccc3F)nn12 | 5% | -14% | -8%[10.9 µM] | ?
COc1cccc(C2C(C#N)=C(N)Oc3cc(C)n(Cc4ccccn4)c(=O)c32)c1OC (stereo not drawn) | 1% | -1% | -8% | -0.4%
[C-]#[N+]/C(C#N)=C\c1cc(C(C)(C)C)c(O)c(C(C)(C)C)c1 | -8% | ? | -26% | .
Cc1ccc(N2C(=O)CC(N3CCN(C)CC3)C2=O)cc1 (stereo not drawn) | 9% | 5% | . | .
O=C(CSc1nc2ccccc2[nH]1)NCCCn1ccnc1 | -4% | 10% | -1% | 3.7%
COc1ccc(-c2nnn(CC(=O)OC3CCCCC3)n2)cc1OC | -3% | 0% | -3% | ?
CN(C)c1cccc(C(=O)Nc2cccc(F)c2)c1 | ? | -13% | -46%[inhibitor] | ?
CC(C)n1c(N2CCN(C(=O)N3CCCCC3)CC2)nc2ccccc21 | 6% | 4% | . | 2.1%
CC(C)c1[nH]nc2c1C(c1cccnc1)C(C#N)=C(N)O2 (stereo not drawn) | -2% | -5% | -14% | -2.5%

Carrying on.
smiles | p53ts 32C kill | p53ts 39C tox | Peg3 imprint | IkB signaling
CCc1cc2c(=O)n(C(C)C(=O)OC3CCCCC3)cnc2s1 (stereo not drawn) | -8% | 25% | -14% | -1.3%
COc1ccc(NC(=O)CSc2nc(-c3ccccc3)nc3cc(=O)[nH]n23)cc1 | -3% | 9% | 6%[10.9 µM] | ?
c1cncc(-c2nc3cc(Cc4ccc5oc(-c6cccnc6)nc5c4)ccc3o2)c1 | 5% | 10% | 12% | -0.7%
CCC1Oc2ccccc2N(CC(=O)NCCc2ccc(OC)c(OC)c2)C1=O (stereo not drawn) | 10%&7% | -23%&-1% | -14%[10.9 µM] | 0.6%
CCOCCCNC(=O)c1c(NC(=O)Cc2coc3ccc(C)cc23)sc2c1CCC2 | 7% | 13% | -9%[10.9 µM] | -1.8%
O=C(Nc1cccc(Cl)c1)N1CCN(Cc2ccccc2)CC1 | -12% | -15% | -52%[inhibitor] | -1.8%
CCCCNC(=O)C1CCC(CNS(=O)(=O)c2ccc(Cl)cc2)CC1 (stereo not drawn) | 14% | -3% | -13%[10.9 µM] | -0.8%
CC(C)n1c(-c2ccco2)csc1=Nc1cccnc1 | 11% | 2% | -16% | 2.6%
COc1ccc2c(c1)c(=O)c(C(=O)c1ccc(Cl)cc1)cn2CC(=O)Nc1ccc2c(c1)OCO2 | -5% | -1% | -8%[10.9 µM] | 1.3%
Cc1nccn1CC(O)COC1CCCCC1 (stereo not drawn) | 0% | 3% | -14% | 4.7%
CC(=O)c1cc2c(cc1NS(=O)(=O)c1ccc3c(c1)OCCO3)OCO2 | -1% | -12% | -15% | -0.1%
COc1cc(OC)cc(C(=O)NCc2cccnc2)c1 | -8% | 1% | 2% | -1.4%

The last two records of the section before lead into the next.
smiles | p53ts 32C kill | p53ts 39C tox | Peg3 imprint | IkB signaling
CC(=O)c1cc2c(cc1NS(=O)(=O)c1ccc3c(c1)OCCO3)OCO2 | -1% | -12% | -15% | -0.1%
COc1cc(OC)cc(C(=O)NCc2cccnc2)c1 | -8% | 1% | 2% | -1.4%
Cc1ccc(S(=O)(=O)NCc2ccncc2)cc1 | -2% | -6% | -18% | 1.8%
COc1ccc(C(CNC(=O)c2oc3ccc(C)cc3c2C)N2CCOCC2)cc1 (stereo not drawn) | -4% | -3% | -6%[10.9 µM] | 0.0%
COc1cc(-c2nnc3sc(-c4ccncc4)nn23)cc(OC)c1OC | 5% | 8% | 7% | 0.2%
CCNC(=O)c1ccc2c(c1)sc1nc(-c3cccc(OC)c3)cn12 | 3% | -23% | -17%[10.9 µM] | ?
CCn1c(N)c(C(=O)NC2CCCCC2)sc1=S | -5% | -22% | -20% | ?
Cc1nnc(NC(=O)c2ccco2)s1 | -10% | -7% | 5% | 2.4%
CCOC(=O)C1CCN(C(=O)CSc2n[nH]c(-c3ccc(F)cc3)n2)CC1 | -1% | 3% | -17%[10.9 µM] | ?
COc1cccc2cc(C(=O)N(Cc3ccccc3)CC3CCCO3)c(=O)oc12 (stereo not drawn) | 6% | 7% | . | .
Cc1ccc(OCc2cc(=O)n3cc(C)sc3n2)c(C)c1 | -2% | -28% | 1%[10.9 µM] | -0.2%
CN(C)Cc1cc(C(F)(F)F)ccc1C(O)(c1ccccc1)c1ccccc1 | 7%[9.22 µM] | 7%[9.22 µM] | -7%[10.9 µM] | -0.9%[11.4 µM]
CCOc1ccccc1C(=O)Nc1cc2c(cc1N1CCCCC1)n(C)c(=O)n2C | 14% | ? | -4%[10.9 µM] | ?
CC(=O)c1ccc(NC(=O)c2noc3c2CCc2ccccc2-3)cc1 | 14% | 17% | 1%[10.9 µM] | 5.7%

More structures follow:
smiles | p53ts 32C kill | p53ts 39C tox | Peg3 imprint | IkB signaling
COc1ccc(C2NCCn3cccc32)cc1 (stereo not drawn) | -4% | 25% | . | .
COCCCNC(=O)CN1C(=O)c2cccnc2Sc2ccccc21 | 5% | -27% | -7%[10.9 µM] | 2.0%
CN(C)C(=O)/N=N\C(=O)N(C)C | 12% | 19% | . | 2.5%
Cn1c(=O)oc2cc(S(=O)(=O)NCCC(=O)Nc3ccc(F)cc3F)ccc21 | -6% | 11% | -6%[10.9 µM] | ?
CCc1ccc(NC(=O)CSC2=Nc3ccccc3C3=NC(CC(=O)NCc4ccccc4)C(=O)N23)cc1 (stereo not drawn) | 11% | -3% | -2%[10.9 µM] | -0.9%
COCCCNC(=O)C1CCC(Cn2c(=O)c3sccc3n(C)c2=O)CC1 (stereo not drawn) | 7% | 18% | -12%[10.9 µM] | 0.2%
Cc1c(N2C(=O)C(C)SC23C(=O)Nc2ccccc23)c(=O)n(-c2ccccc2)n1C (stereo not drawn) | 12% | 7% | -1% | -5.0%
COc1ccc(-c2noc(CNC(=O)c3ccco3)n2)cc1 | 2% | 18% | -13%[10.9 µM] | -1.9%
CCOc1ccc(N2CC(c3nc4ccccc4n3Cc3cccc(C)c3)CC2=O)cc1 (stereo not drawn) | 17% | -2% | -12%[10.9 µM] | ?
O=C(CN1N=C(C(F)(F)F)CC1(O)c1ccc([N+](=O)[O-])cc1)c1ccccc1 (stereo not drawn) | 3% | 10% | . | .
COc1ccc(CNC(=O)CN(CC2CCCO2)C(=O)CNS(=O)(=O)c2ccccc2)cc1 (stereo not drawn) | 3% | 5% | 2% | 3.1%
COC(=O)CSc1nnc(-c2cnccn2)n1C | 2% | 5% | 5% | 0.3%

(listing goes on)
smiles | p53ts 32C kill | p53ts 39C tox | Peg3 imprint | IkB signaling
CC(=O)N1CCC2(CC1)CN(c1ccncc1)C2 | 6% | 4% | . | -2.0%[11.4 µM]
COc1ccc(-c2csc(Nc3ncccc3C)n2)cc1 | 7% | 23% | . | .
COc1ccc(NC(=O)C2CCN(C(=O)c3sc4nc[nH]c(=O)c4c3C)CC2)cc1Cl | -8% | -24% | -13%[10.9 µM] | -1.7%
O=C(Nc1ccc(F)c(F)c1)c1ccc2c(c1)OCO2 | -25% | -18% | -71%[inhibitor] | 7.7%
COC(=O)CSc1nnc(CNc2nc(-c3ccccc3)cs2)n1C | -2% | 9% | . | .
NNC(=O)[C@@H](O)[C@H](O)C(=O)NN | 1%[9.22 µM] | 9%[9.22 µM] | 1%[10.9 µM] | 2.5%[11.4 µM]
COc1ccc(CCN2C(=O)C3C4C=CC(C4)C3C2=O)cc1OC (stereo not drawn) | -4% | -2% | -14% | ?
Cc1ccc(NC(=O)C2CCC(CNS(=O)(=O)c3csc(C(N)=O)c3)CC2)cc1Cl (stereo not drawn) | 2% | -5% | -3%[10.9 µM] | -0.3%
